Compound activity: PubChem BioAssay, Southern Research Specialized Biocontainment Screening Center
NS5 inhibitors = Dengue-2 NS5 methyltransferase inhibitors, primary screen, biochemical, confirmation dose response (AID 588689). Dengue-2 NS5 methyltransferase capping enzyme assay, biochemical; higher % means a stronger effect. inhibition, % at 25 µM, or IC50 in µM where a hit was titrated. actives 0.3% (n = 340,000); in the data active = a potency from the dose series
K1F lysis inhibition = inhibition of K1F phage lysis, E. coli UTI89, bacterial capsule biogenesis inhibitors, alamar blue (AID 488966). inhibition, % at 100 µM; hits with a dose series show IC50 in µM. E. coli UTI89 K1F phage lysis, alamar blue, 2 h; higher % means a stronger effect. actives 0.02% (n = 340,000);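 active = phage lysis inhibition, versus mean bacterial control, above a set limit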;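 also: capsule biogenesis inhibitors block K1F phage lysis so surviving cells raise fluorescence; higher fluorescence means more inhibition of phage lysis; actives were called in the ten point dose series up to 300 µM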
MgcRacGAP inhibition = MgcRacGAP GTPase-activating activity inhibitors, confirmation, biochemical, ADP Hunter fluorescence; MgcRacGAP-stimulated Rac1 GTP hydrolysis, ADP Hunter fluorescence; higher % means a stronger effect; GST-tagged Rac1 F28L mutant substrate; one-dose inhibition, % at 30 µM; IC50 in µM for titrated hits; actives 0.6% (n = 340,000); AID 624330;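 active = first-screen hits whose inhibition reached a set limit at any dose in the follow-up dose series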;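 also: fluorescence reports GDP produced by GAP-driven GTP hydrolysis; strong numbers were not always called active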
NS5 inhibitors pilot replicate = second read-out of NS5 inhibitors, no call of its own (marks repeat the call); inhibition, %; measured here: pilot screen replicate inhibition
Starred values were filed as active, the others as inactive; [ ] = another dose, or the depositor's remark.

SMILES | NS5 inhibitors | K1F lysis inhibition | MgcRacGAP inhibition | others
Cn1nnnc1SCC(=O)N1N=C(c2cccs2)CC1c1cccs1 (stereo not given) | -4% | 0.1%[50 µM] | 8%
O=C(COC(=O)c1ccccn1)NNC(=O)c1ccc(Br)cc1 | 0% | 0.3%[50 µM] | -1%
CN1C[C@@H]2[C@@H]3C(=O)N(C)C(=O)[C@@H]3[C@](Cc3ccccc3)(C1=O)N2C(=O)c1ccc(F)cc1 | 4% | 0.7% | 5%
COc1ccc(NC(=O)Nc2ccc3c(c2)C(=O)N([C@H](C)CO)C[C@H](C)[C@@H](CN(C)C(=O)Nc2ccc(OC)cc2)O3)cc1 | -21% | -0.6% | 5%
Cn1nnnc1SCC(=O)Nc1cccc(S(=O)(=O)N2CCCCC2)c1 | -14% | 1.9%[50 µM] | 0%
Nc1nnc(SCC(=O)Nc2cccc(Cl)c2)s1 | -4% | 1.2%[50 µM] | 8%
NS(=O)(=O)c1cccc(NC(=O)COC(=O)Cc2ccc(S(=O)(=O)N3CCOCC3)s2)c1 | -11% | 1.0%[50 µM] | 2%
CCCCOc1ccc(C(=O)NCC(=O)N2CC(C)OC(C)C2)cc1 (stereo not given) | -6% | 1.1%[50 µM] | -1%
O=C(C=Cc1ccco1)N1CCOCC1 | 2% | 15% | 9%
COc1ccccc1CC(=O)NN1C(=O)NC2(CCC(C)CC2)C1=O (stereo not given) | -1% | 1.7%[50 µM] | 7%
CN(CC(=O)NCc1ccco1)CC(=O)Nc1ccc(F)c(F)c1F | -8% | 0.5% | 2%
O=C(c1ccccc1)N1CCN(c2ccccc2)CC1 | 4% | 1.2% | 5%
COc1ccc(NC(=O)CNCc2ccc(Cl)cc2)cc1S(=O)(=O)N1CCOCC1 | -1% | 0.4%[50 µM] | 28%
O=C(NCCCN1CCCC1=O)c1cc(S(=O)(=O)N2CCOCC2)c(Cl)cc1Cl | 2% | 0.8%[50 µM] | 13%
O=C(CN1CCN(S(=O)(=O)c2cc(Br)ccc2Br)CC1)NCc1ccccc1Cl | -4% | -0.9%[50 µM] | 4%
CCN(CC(=O)Nc1ccc(NC(C)=O)cc1)C(=O)CN1C(=O)NC(C)(c2ccc3ccccc3c2)C1=O (stereo not given) | -3% | 1.1%[50 µM] | 8%
CC(Sc1nnc(-c2cccnc2)n1N)C(=O)NCCC1=CCCCC1 (stereo not given) | -1% | 0.9%[50 µM] | 7%
COc1ccccc1NC(=O)COc1cccnc1[N+](=O)[O-] | -2% | 0.3%[50 µM] | 5%
Fc1ccc2cc(-c3ccccc3F)ncc2c1 | -4% | 0.1% | 7%
CCN(C(=O)COC(=O)c1ccc2c(c1)OCO2)c1c(N)n(Cc2ccccc2)c(=O)[nH]c1=O | 4% | 0.3%[50 µM] | 6%
C[C@H](CO)N1C[C@H](C)[C@@H](CN(C)S(=O)(=O)c2cccs2)Oc2c(NC(=O)Nc3ccc4c(c3)OCO4)cccc2C1=O | -21% | -1.2% | -5%
Cc1noc(C)c1COc1ccccc1C(=O)N1CCN(S(=O)(=O)c2ccccc2C#N)CC1 | 6% | 0.7%[50 µM] | 13%
CCc1ccc(NC(=O)CN2CCN(c3ccc(OC)cc3)CC2)cc1 | -1% | 0.1% | 24%
Cn1c(=S)c2[nH]c(SCCN)nc2n(C)c1=O | 4% | 1.7% | 14%
COc1ccc(C)cc1NC(=O)C(OC(=O)C1=NNC(=O)CC1)c1ccccc1 (stereo not given) | 0% | 0.3%[50 µM] | 1%
CCCCN(C(=O)c1cnccn1)c1c(N)n(CCC)c(=O)[nH]c1=O | 6% | 2.1% | 2%
COc1ccc(S(=O)(=O)NCCC(=O)NC2CCCCC2C)cc1[N+](=O)[O-] (stereo not given) | -14% | 2.3% | 0%
O=C(C=Cc1ccccc1)c1c[nH]c2ccccc2c1=O | -32% | -2.3% | 2%
Cc1cc(C(=O)CSc2nc(N)cc(N)n2)c(C)n1CC1CCCO1 (stereo not given) | -7% | 0.1% | 5%
COc1cc(C=CC(=O)OCC=Cc2ccc3c(c2)OCO3)cc(OC)c1OC | 3% | -2.6% | -2%
C[C@H](CO)N1C[C@H](C)[C@@H](CN(C)S(=O)(=O)c2cccs2)Oc2ccc(NC(=O)Nc3ccc4c(c3)OCO4)cc2C1=O | -8% | 0.3% | 3%
COc1ccc(NS(=O)(=O)c2cccc(C(=O)NCC(c3ccc(OC)cc3)N3CCCCC3)c2)cc1 (stereo not given) | -7% | 4.0% | 1%
Cc1nc2c(O)c3c(c(O)c2nc1C)C1C=CC3CC1 | -10% | 0.1% | 4%
COc1ccc(C2=CN3CCCCC3CC2=O)cc1OC (stereo not given) | 3% | 0.5% | 7%
CCC(C)Cn1cnc2c(Sc3c([N+](=O)[O-])ncn3C)nc(N)nc21 (stereo not given) | -4% | -1.9% | 6%
COc1ccc(-c2c(-c3cc(OC)cc(OC)c3)sc3ccc(OC)cc23)cc1 | -4% | 3.6% | 5%
Cc1cc(N)nc(=O)n1C1CC(O)C(CO)O1 (stereo not given) | 6% | 3.2% | -9%
CCN(c1ccccc1)S(=O)(=O)c1ccc(C(=O)Nc2ccccc2OC)cc1 | -6% | -3.5% | 1%
COc1ccc(CN(C)C(=O)c2ccc(NC(=O)CC3SC(N4CCCCC4)=NC3=O)cc2)c(OC)c1 (stereo not given) | 4% | 0.4%[50 µM] | 5%
CN(C)C(CNS(=O)(=O)c1ccc(Cl)cc1F)c1ccco1 (stereo not given) | -2% | 0.5%[50 µM] | -4%

The final three records of the section above open the next one:
SMILES | NS5 inhibitors | K1F lysis inhibition | MgcRacGAP inhibition | others
CCN(c1ccccc1)S(=O)(=O)c1ccc(C(=O)Nc2ccccc2OC)cc1 | -6% | -3.5% | 1%
COc1ccc(CN(C)C(=O)c2ccc(NC(=O)CC3SC(N4CCCCC4)=NC3=O)cc2)c(OC)c1 (stereo not given) | 4% | 0.4%[50 µM] | 5%
CN(C)C(CNS(=O)(=O)c1ccc(Cl)cc1F)c1ccco1 (stereo not given) | -2% | 0.5%[50 µM] | -4%
N#Cc1ccccc1OCC(=O)Nc1ccc(S(=O)(=O)N2CCOCC2)cc1 | -7% | -0.3% | 6%
O=C(COC(=O)c1c(F)cccc1Cl)NC1CCCCC1 | -6% | 1.4%[50 µM] | 7%
O=C(CNC(=O)c1ccc(Cl)cc1)NNC(=O)c1ccc(Br)cc1 | 0% | -0.5% | 4%
O=S(=O)(/N=C(/c1ccccc1)N1CCOCC1)c1ccc(F)cc1F | -4% | -0.2%[50 µM] | 2%
CC(=O)Nc1ccc(S(=O)(=O)N(C)c2ccc(OCCOc3cccc(C)c3)cc2)cc1 | 5% | 2.5% | -1%
C#CCOCCOCCOCCNc1nc(N2CCN(C(=O)Cn3cc(CC(C)O)nn3)CC2)nc(N2CCN(C(=O)[C@H]([C@@H](C)O)n3cc(CCCCN)nn3)CC2)n1 (stereo not given in full) | -2% | -1.0% | 0%
C=C1[C@H](C)CN[C@H]1CCO | 1% | 0.0% | 9% | NS5 inhibitors pilot replicate=0.6
O=C(C[C@H]1C/C=C\C[C@@H](Cc2ccc(F)cc2)C(=O)O[C@@H](c2ccccc2)CNC1=O)N[C@@H](CO)Cc1ccccc1 | -5% | 2.9% | 8%
C[C@H]1CN([C@@H](C)CO)C(=O)Cc2cc(NS(C)(=O)=O)ccc2O[C@@H]1CN(C)CC1CC1 | -2% | 0.5% | 15%
O=S(=O)(O)c1ccc2c(c1)C(C(Cl)(Cl)Cl)OC(C(Cl)(Cl)Cl)O2 (stereo not given) | 8% | -2.8% | 13%
CCN(C[C@H]1N[C@@](Cc2ccccc2)(C(=O)OC)[C@H]2C(=O)N(Cc3ccccc3)C(=O)[C@@H]12)S(=O)(=O)c1ccc(C(F)(F)F)cc1 | -4% | -0.2% | 3% | NS5 inhibitors pilot replicate=0.0

Structures above with an aryl thioether with sulfur outside any ring:
SMILES | NS5 inhibitors | K1F lysis inhibition | MgcRacGAP inhibition | others
Cn1nnnc1SCC(=O)N1N=C(c2cccs2)CC1c1cccs1 (stereo not given) | -4% | 0.1%[50 µM] | 8%
Cn1nnnc1SCC(=O)Nc1cccc(S(=O)(=O)N2CCCCC2)c1 | -14% | 1.9%[50 µM] | 0%
Nc1nnc(SCC(=O)Nc2cccc(Cl)c2)s1 | -4% | 1.2%[50 µM] | 8%
CC(Sc1nnc(-c2cccnc2)n1N)C(=O)NCCC1=CCCCC1 (stereo not given) | -1% | 0.9%[50 µM] | 7%
Cn1c(=S)c2[nH]c(SCCN)nc2n(C)c1=O | 4% | 1.7% | 14%
Cc1cc(C(=O)CSc2nc(N)cc(N)n2)c(C)n1CC1CCCO1 (stereo not given) | -7% | 0.1% | 5%
CCC(C)Cn1cnc2c(Sc3c([N+](=O)[O-])ncn3C)nc(N)nc21 (stereo not given) | -4% | -1.9% | 6%

Not all compounds are listed; rates above refer to the full screens.
